Screening results: PubChem BioAssay, The Scripps Research Institute Molecular Screening Center
NOTCH ag = NOTCH pathway agonism; NOTCH signaling luciferase reporter cells, luminescence; activation, % at 2.5 µM; 0.4% of 15,000 active; AID 434982; in the data active = activation above about 2.2%
rat GALR2 agon = activates the rat galanin receptor 2; O08726; cell-based GALR2 agonist screen; AID 833; activation, % at 10 µM; 0.5% of 16,000 active; in the data active = activation above about 15%
Luminol counter = luminol signal inhibition, Nox1 inhibitor counter-screen. AID 1823. inhibition, % at 6.7 µM. HRP/luminol/H2O2 chemiluminescence counterscreen. 0.4% of 16,000 active; note: reference of the scale not given here
OPRK1 antag MB = OPRK1 (human) antagonism, Maybridge screen; P41145; OPRK1 cells, antagonist mode, fluorescence readout; inhibition, % at 9 µM; 0.4% of 16,000 active; AID 652031; in the data active = inhibition above about 50%
S1P1 ag = S1P1 (human) receptor agonism; S1P1 agonist cell-based reporter assay; activation, % at 4.5 µM; 1.5% of 16,000 active; AID 1044; in the data active = activation above about 80%
TLR4-MyD88 inh = blocks binding of human TLR4 to MyD88 | O00206 | Cell-based TLR4-MyD88 binding inhibition assay | inhibition, % at 10 µM | 0.06% of 16,000 active; in the data active = inhibition above about 45%
Nox1 inhibitor = human Nox1 inhibition; inhibition, % at 6.7 µM; 0.81% of 16,000 active; Q9Y5S8; HT29 cells, luminol chemiluminescence ROS
Target sequence (Q9Y5S8 whole entry, looked up): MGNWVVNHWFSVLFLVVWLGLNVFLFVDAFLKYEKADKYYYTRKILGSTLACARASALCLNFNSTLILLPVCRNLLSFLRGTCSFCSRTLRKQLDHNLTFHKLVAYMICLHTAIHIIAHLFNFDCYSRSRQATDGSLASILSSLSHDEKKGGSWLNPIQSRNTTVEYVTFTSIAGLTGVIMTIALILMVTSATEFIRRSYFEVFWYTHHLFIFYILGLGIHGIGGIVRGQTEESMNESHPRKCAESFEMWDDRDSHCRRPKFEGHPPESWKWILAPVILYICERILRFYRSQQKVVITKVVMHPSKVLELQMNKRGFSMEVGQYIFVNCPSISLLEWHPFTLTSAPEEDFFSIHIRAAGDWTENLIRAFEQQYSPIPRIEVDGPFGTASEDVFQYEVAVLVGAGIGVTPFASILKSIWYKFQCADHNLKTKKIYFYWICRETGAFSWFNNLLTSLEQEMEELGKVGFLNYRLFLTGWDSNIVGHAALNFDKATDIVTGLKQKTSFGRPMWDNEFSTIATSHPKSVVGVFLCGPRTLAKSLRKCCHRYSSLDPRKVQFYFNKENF
PME-1 Maybr inh = Maybridge compound blocking human PME-1 | inhibition, % at 9 µM | 0.5% of 16,000 active | AID 2291 | recombinant PME-1, FP-Rh probe fluorescence polarization | Q9Y570; in the data active = inhibition above about 30%
An asterisk follows results filed as active; . = not tested or not shown. Cut-off read from the data, not from the text of the source, unless noted: active = inhibition above about 75%; inactive = the rest.

Each structure is followed by: NOTCH ag	S1P1 ag	OPRK1 antag MB	Luminol counter	Nox1 inhibitor	PME-1 Maybr inh	TLR4-MyD88 inh	rat GALR2 agon
> Cc1cc(=O)oc2cc(OCC3CC(c4ccccc4)=NO3)ccc12 (stereo not drawn)
→ -0.3	23	27	-1	-33	10	-6	-8
> CC(C)c1ccc(NC(=O)CSc2ncc3c(n2)CC(C)(C)CC3=O)cc1
→ 0.8	1	-11	3	-14	0	9	-7
> CC1(C)CCC(=O)N(c2ccc(N3CCOCC3)cc2)C1=O
→ -0.2	-9	18	-4	2	3	7	-4
> CCN(CC)S(=O)(=O)c1ccc2c(c1)C(=O)c1cc(S(=O)(=O)N(CC)CC)ccc1-2
→ -5.3	-11	8	-2	6	0	-7	0
> O=C(NCc1ccc(-c2cccs2)cc1)c1cnc2ccccc2n1
→ -3.9	45	-1	2	12	-10	-2	-7
> COC(=O)c1cccc(NC(=O)c2ccccc2)c1
→ -0.8	-9	6	-4	-2	0	8	-6
> C=CC(=O)NC(O)C(O)NC(=O)C=C (stereo not drawn)
→ -0.4	-6	7	-5	12	4	-5	-6
> CCc1nnc(NS(=O)(=O)c2ccc(OC(F)(F)F)cc2)s1
→ 0.3	17	3	2	-27	-2	19	-2
> CC1=NNC(=O)C1Cc1ccc(F)cc1 (stereo not drawn)
→ -0.1	-16	9	-4	58	4	-5	-6
> CC(=O)NC1CCN(C(=S)Nc2cc(Cl)ccc2Cl)CC1
→ -0.5	2	7	2	-58	-3	4	-5
> Cc1ccc(S(=O)(=O)NC(=O)OCC2CN(Cc3ccccc3)CCO2)cc1 (stereo not drawn)
→ -0.3	7	0	-6	-4	-5	-3	-8
> CSc1ccc(CNC(=O)c2c(C)noc2C)s1
→ -0.3	-2	0	0	-38	-1	-2	-6
> O=S(=O)(Nc1ccc(S(=O)(=O)Nc2ccccc2C(F)(F)F)cc1)c1ccc(Cl)cc1
→ 0.0	-19	-11	-1	-74	15	6	-1
> N#CC(CO)Cc1cc([N+](=O)[O-])ccc1N1CCCCC1 (stereo not drawn)
→ -0.3	95*	-16	4	-25	2	1	-7
> O=C(Nc1ccccc1)c1csc2ccc(Cl)cc12
→ -0.3	-10	0	-5	-1	2	0	-6
> O=C(CCOc1ccc(F)cc1)N1CCSCC1
→ -0.2	0	7	1	-17	-3	-5	-6
> COc1ccccc1NC(=O)CSc1cc(C(F)(F)F)cc(C(F)(F)F)c1
→ 0.4	7	-16	-1	-12	9	-3	-10
> Cc1cc(C(=O)NCc2ccc(N3CCOCC3)cc2)nn1C
→ -0.3	-14	-9	-2	-37	2	9	-6
> N#CCOc1c(Cl)cccc1Cl
→ 0.0	2	5	-2	11	2	4	-6
> NC(N)=NC(N)=Nc1cccc([N+](=O)[O-])c1
→ -0.4	7	6	-7	22	8	-6	-7
> COC(=O)C1=C(C)NC2=C(C(=O)CCC2)C1c1ccc(-c2ccsc2C(=O)OC)o1 (stereo not drawn)
→ -0.3	-44	-30	-2	24	0	-2	-4
> FC(F)(F)c1cnc(NCCNc2cnc3ccccc3n2)c(Cl)c1
→ -0.8	-24	6	2	15	12	36	3
> CSc1sc(NC(=O)Nc2ccc(Cl)cc2)cc1S(=O)(=O)C(C)C
→ -0.6	5	10	6	-32	-9	2	-5
> Cc1ncc(CN2CCSCC2)c(CO)c1O
→ 0.0	-2	3	-3	-31	1	-1	-6
> CCCCCCCCc1ccc(C(=O)O)cc1
→ -0.4	20	11	-2	-27	1	-5	-4
> O=C(CCC(NC(=O)OCc1ccccc1)C(=O)O)OCc1ccccc1 (stereo not drawn)
→ -0.2	10	39	-4	17	10	3	1
> O=c1cc(NCc2ccccc2)[nH]nc1-c1ccccc1
→ -0.4	-2	6	3	-20	-2	4	-5
> COc1ccccc1Oc1ccc([N+](=O)[O-])c(Oc2ccccc2OC)c1C#N
→ .	39	-12	-2	-58	-1	3	-8
> N/C(Cc1ccc(F)cc1F)=N\OC(=O)c1cccc(C(F)(F)F)c1
→ -0.2	50	10	1	-67	0	2	-2
> CCCCNc1ccc2c3c(cccc13)C(=O)N(CCCC)C2=O
→ -0.4	74	89*	5	-7	14	55*	-12
> Cc1ccc(NC(=O)C23CC4CC(CC(C4)C2)C3)cc1
→ -0.9	-1	10	-8	4	5	-1	-6
> O=c1oc2ccccc2n1CCc1nnc(-c2cccc(Cl)c2)o1
→ -0.3	14	-9	1	-46	1	0	-7
> N#Cc1c(N)oc(-c2ccco2)c1-c1ccco1
→ 0.1	-10	-6	-3	10	10	-2	-5
> O=C1NC(=O)N2CSCC12 (stereo not drawn)
→ -0.3	-12	-9	-6	3	7	-3	-5
> CCCCc1ccc(S(N)(=O)=O)cc1
→ -0.2	-14	-3	2	-15	4	0	-9
> O=C(NC(=O)c1csc([N+](=O)[O-])c1)NN1CCCCCC1
→ 0.0	-4	-12	-5	17	3	-8	-3
> Cc1cc(NC(=O)CSc2nnc(-c3ccncc3)n2C)n(-c2ccccc2)n1
→ -0.4	8	8	-5	14	2	-48	-4
> Nc1ccc2c(C(F)(F)F)cc(C(F)(F)F)nc2n1
→ -0.6	-15	4	2	-50	16	-5	-7
> C(C#CCOc1ccccc1)#CCOc1ccccc1
→ -0.5	28	20	-2	-1	-2	-1	-10
> CC(C)c1ccc(NCC(O)COc2ccc(Cl)c(Cl)c2)cc1 (stereo not drawn)
→ -0.6	-30	-1	-2	-3	7	-3	-7

Compound profiles (already shown):
O=C(NC(=O)c1csc([N+](=O)[O-])c1)NN1CCCCCC1 reads NOTCH ag = 0.0; S1P1 ag = -4; OPRK1 antag MB = -12; Luminol counter = -5; Nox1 inhibitor = 17; PME-1 Maybr inh = 3; TLR4-MyD88 inh = -8; rat GALR2 agon = -3
CC(C)c1ccc(NCC(O)COc2ccc(Cl)c(Cl)c2)cc1 (stereo not drawn) reads NOTCH ag = -0.6; S1P1 ag = -30; OPRK1 antag MB = -1; Luminol counter = -2; Nox1 inhibitor = -3; PME-1 Maybr inh = 7; TLR4-MyD88 inh = -3; rat GALR2 agon = -7

Continuation.
Each structure is followed by: NOTCH ag	S1P1 ag	OPRK1 antag MB	Luminol counter	Nox1 inhibitor	PME-1 Maybr inh	TLR4-MyD88 inh	rat GALR2 agon
> CCOC(=O)c1c(NC(=S)N2CCOCC2)sc(C)c1C
→ 0.1	-36	2	-3	-22	18	7	-2
> CCOC(=O)Cc1nn[nH]n1
→ -0.4	7	-1	1	-23	2	-8	-8
> O=C(CSc1nccc(-c2cc(-c3ccccc3)no2)n1)Nc1ccc(C(F)(F)F)cc1
→ -6.2	-1	2	0	-16	-17	-1	-3
> Cc1nn(C(C)(C)C)c(C)c1/C=N/O
→ -0.2	-5	2	2	-30	2	-1	-5
> C=CCNC(=O)N1CC(OS(C)(=O)=O)C1
→ -0.2	-2	6	-3	3	11	-4	-6
> CCOC(=O)c1cnc(C(F)(F)F)nc1Sc1n[nH]c(-c2cccs2)n1
→ -0.9	-6	0	-4	8	6	-14	-3
> O=C(NCc1ccc2c(c1)OCO2)c1ccc(N2CCOCC2)nc1
→ -0.5	-7	9	2	6	14	3	-3
> N/C(=N/OC(=O)NC(=O)c1c(Cl)cccc1Cl)c1ccc(F)cc1F
→ -0.2	-11	-5	1	-11	0	3	-6
> Cc1cc(-c2nnc(COc3ccc4c(c3C)OC(C)(C)CC4=O)o2)ccc1[N+](=O)[O-]
→ -0.5	1	3	1	-43	9	-3	-8
> CC1C/C(=N\O)c2ccccc21 (stereo not drawn)
→ 0.4	0	-11	2	-35	4	1	-6
> O=C(c1ccccc1)C1CCN(c2ncccc2[N+](=O)[O-])CC1
→ 0.4	28	11	-3	12	9	1	-5
> O=C(O)Cc1ccccc1Sc1ccccc1
→ -0.9	0	-1	1	-65	-1	-6	-8
> COC(=O)c1cnc(NNS(=O)(=O)c2ccc(Cl)cc2)nc1C(F)(F)F
→ -0.3	-2	-9	19	98*	3	-2	-6
> Cc1ccc(/C=C2\CCCc3ccccc3C2=O)cc1
→ -0.1	17	21	-4	26	3	3	-3
> O=S(=O)(CC(c1ccccc1)N1CCCCC1)c1ccc(Cl)cc1 (stereo not drawn)
→ 0.2	6	-18	-8	0	9	-7	-6
> Cc1noc(/C=C/c2ccco2)c1[N+](=O)[O-]
→ 1.7	5	17	1	-32	5	0	-6
> OC1CCN(C(=S)NCCc2ccccc2)CC1
→ -0.5	33	-2	4	-105	-1	15	-7
> CCOC(=O)c1cnc(O/N=C(\N)c2ccc(C(F)(F)F)cc2)nc1C(F)(F)F
→ 0.3	-2	4	2	-49	4	-6	-3
> COc1cc(Cl)ccc1N/N=C(\C#N)C(N)=O
→ -5.4	-3	6	34	-23	5	-12	-2
> O=c1c(Cl)c(-n2cccn2)cnn1-c1ccc(Cl)cc1Cl
→ 0.0	27	-10	-9	21	12	-14	-5
> COc1ccc(CNC(=O)Nc2cccc(SC)c2)cc1
→ 0.1	11	-16	-5	7	5	-2	-8
> Cc1cc(NCn2ncc3ccccc3c2=O)ccc1Br
→ -0.8	-13	4	-1	8	0	-47	-7
> CCOC(=O)Cn1c(=O)c(C(=O)NC(=O)OCC)cn(Cc2ccco2)c1=O
→ -0.8	-2	-7	-1	-23	2	13	-4
> Cc1c(-c2nnnn2-c2ccccc2)cnc2ccccc12
→ 0.2	-6	24	1	-4	4	2	-4
> CC(NC(=O)OCC1c2ccccc2-c2ccccc21)C(=O)O (stereo not drawn)
→ -0.7	-12	-8	-4	-1	5	-10	-4
> Cc1snnc1C(=O)Oc1ccccc1-c1nnco1
→ -0.8	-6	-2	7	-31	-2	3	-3
> CCOC(=O)c1c(C)noc1/C(C)=N/OC(=O)Nc1cccc(C(F)(F)F)c1
→ -0.2	4	-3	3	-25	-20	2	-10
> CSCCC(NC(=O)c1cccnc1SC)C(=O)O (stereo not drawn)
→ -0.6	1	18	-2	2	4	2	-7
> COc1ccc(Cc2nc(C(C)(C)C)cs2)cc1
→ 0.3	-16	11	-2	19	6	7	-1

A run of entries from the list above, as a working copy:
Each structure is followed by: NOTCH ag	S1P1 ag	OPRK1 antag MB	Luminol counter	Nox1 inhibitor	PME-1 Maybr inh	TLR4-MyD88 inh	rat GALR2 agon
> Cc1snnc1C(=O)Oc1ccccc1-c1nnco1
→ -0.8	-6	-2	7	-31	-2	3	-3
> CCOC(=O)c1c(C)noc1/C(C)=N/OC(=O)Nc1cccc(C(F)(F)F)c1
→ -0.2	4	-3	3	-25	-20	2	-10
> CSCCC(NC(=O)c1cccnc1SC)C(=O)O (stereo not drawn)
→ -0.6	1	18	-2	2	4	2	-7
> COc1ccc(Cc2nc(C(C)(C)C)cs2)cc1
→ 0.3	-16	11	-2	19	6	7	-1
